TROY signal inh – inhibitors of TROY-driven NF-kB signaling, primary screen, Q293 LMP1-TROYcd cells, NF-kB luciferase, uHTS. Q293 LMP1-TROYcd NF-kB luciferase reporter, 4 h. inhibition, % at 10 µM. hit rate 0.98% among 360,000;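 active = compounds whose plate-normalised and pattern-corrected inhibition of the luciferase reporter signal at the single screening dose is 50% or more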
TRPM1 prom inh – inhibitors of MITF-dependent TRPM1 promoter reporter, primary screen, cell-based, SK-MEL-5, single point, luciferase. SK-MEL-5 TRPM1 promoter luciferase, 24 h. inhibition, % at 12.5 µM. hit rate 0.83% among 330,000. AID 488899, 2010;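 active = mean inhibition across replicates of 60% or more, whatever share of single replicates reaches that level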; also: values of inactives mirror those of a sister screen read the other way
NR2E3 ag-1 – NR2E3 agonists in two-hybrid cells, primary screen, cell-based, luminescence, CHO-S, Gal4-NCOR/VP16-NR2E3; Photoreceptor-specific nuclear receptor (Homo sapiens), Q9Y5X4; luciferase; inhibition of corepressor binding, % at 3.98 µM; hit rate 0.35% among 360,000; AID 602229, 2012;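 active = inhibition above the mean of all tested compounds plus 3 SD, cut at about 70% in these data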;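 also: 0% = DMSO with NR2E3 transfected cells and 100% = cells lacking NR2E3 construct; higher means lower luciferase signal from less NR2E3 corepressor binding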
Target sequence (Q9Y5X4 whole entry, looked up, the tested form may be a part): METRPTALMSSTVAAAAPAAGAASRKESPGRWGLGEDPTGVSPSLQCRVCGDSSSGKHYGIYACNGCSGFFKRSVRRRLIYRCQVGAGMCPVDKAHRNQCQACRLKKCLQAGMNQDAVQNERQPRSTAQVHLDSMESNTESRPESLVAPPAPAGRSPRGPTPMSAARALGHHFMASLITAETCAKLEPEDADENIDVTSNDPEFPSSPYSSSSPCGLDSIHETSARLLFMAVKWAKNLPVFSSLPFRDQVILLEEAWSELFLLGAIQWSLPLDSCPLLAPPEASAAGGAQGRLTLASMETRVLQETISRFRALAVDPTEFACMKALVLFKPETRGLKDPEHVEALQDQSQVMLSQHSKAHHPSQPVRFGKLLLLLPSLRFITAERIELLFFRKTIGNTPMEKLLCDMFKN
NR2E3 ag-2 – inhibitors of NR2E3-RetCOR corepressor binding, primary screen, NR2E3 agonist project, biochemical, TR-FRET, GST-NR2E3, biotin-RetCOR. inhibition of corepressor binding, % at 4.78 µM. 1536-well. Photoreceptor-specific nuclear receptor (Homo sapiens), Q9Y5X4. hit rate 0.12% among 320,000. AID 2300, 2010;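 active = percent inhibition above the cutoff of mean plus 3 SD of all tested compounds, set per screening campaign, cut at about 20% in these data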;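 also: 0% = DMSO wells and 100% = biotin wells as full block of FRET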
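System: GST-tagged NR2E3 plus biotinylated RetCOR corepressor; Buffer or medium: pH 7.5 Tris-based buffer; Probe or stimulus: RetCOR corepressor, biotinylated, 7 nM; Doses: compound at 4.8 µM, single dose; Schedule: 5 h incubation at 4 °C; Technique: time-resolved FRET; Evaluation: percent inhibition of TR-FRET ratio; Replication: one well per compound, singlicate testing.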
HIF-2a block – HIF-2a reporter inhibitors, primary screen, luminescence, 786-0 RCC cells | hit rate 0.72% among 360,000 | 786-0 RCC cells HIF-2a reporter, luciferase luminescence, overnight | inhibition, % at 18.8 µM;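 active = inhibition of the luminescence signal of 40% or more relative to plate controls, in a single-dose primary screen at 18.75 µM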
TWEAK Fn14 block – inhibitors of TWEAK-Fn14 signaling, primary screen, luciferase reporter cells, uHTS. TWEAK-stimulated Fn14 reporter cells, luciferase luminescence, 8 h. inhibition, % at 10 µM. hit rate 2% among 360,000; in the data active = inhibition above about 50%
TRAIL sens C8 – viability loss with TRAIL in NB7+C8 cells, primary screen, TRAIL sensitizer project, cell-based, ATPlite luminescence; inhibition (viability loss, TRAIL sensitization), % at 10 µM; hit rate 1% among 360,000; AID 624354, 2012;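 active = compounds causing at least 50% loss of cell viability in the single-dose screen, relative to plate controls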
KKLEB tox – cytotoxicity in KKLEB CF airway cells, primary screen, cytotoxicity control for CF NF-kB inhibitor project, cell-based, uHTS, fluorescence assay plates; KKLEB CF airway cells viability, ATPlite luminescence, overnight; hits give low values; cells stimulated with P. aeruginosa culture filtrate; activity change (cytotoxicity), % at 5 µM; hit rate 0.36% among 360,000; AID 602141, 2011;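 active = corrected activity change at or below -50% at 5 µM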
Peg3 promoter – Peg3 promoter-driven luciferase inhibitors, primary screen, cell-based, HeLa, luciferase luminescence; HeLa PEG-Prom luciferase reporter, overnight; inhibition, % at 20 µM; hit rate 1.7% among 360,000; AID 588405, 2011;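 active = inhibition of at least 50% at 20 µM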
Shn3 3UTR inh – reduction of Shn3 3'UTR firefly luciferase signal, primary screen, Schnurri-3 inhibitor project, cell-based, Clone20 osteoblasts, set 2 | Clone20 osteoblast Shn3 3'UTR firefly luciferase, 24 h | inhibition, % at 12.5 µM | hit rate 0.52% among 360,000;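 active = mean inhibition of at least 75% with every replicate also reaching 75%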;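 also: 0% = median of neutral control wells and 100% = pilot-screen positive control compound; some compounds past the cut are filed as inactive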
CF NFkB inh – inhibitors of PAF-induced NF-kB signaling, primary screen, cell-based, GFP fluorescence, uHTS. KKLEB NF-kB-GFP reporter, GFP fluorescence overnight. inhibition, % at 5 µM. hit rate 0.86% among 360,000. AID 588850, 2011;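 active = at least 50% inhibition at 5 µM, scaled per plate between neutral and stimulator controls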;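 also: PAF is a Pseudomonas aeruginosa culture filtrate used as stimulus; plate controls were PAF-stimulated DMSO wells for no effect and unstimulated DMSO wells for full effect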
Active calls of the source: *; / = not tested or not shown; & = joins results of further samples. The list is partial; the hit share may differ from the screen's.

SMILES	TROY signal inh	TRPM1 prom inh	NR2E3 ag-1	NR2E3 ag-2	HIF-2a block	TWEAK Fn14 block	TRAIL sens C8	KKLEB tox	Peg3 promoter	Shn3 3UTR inh	CF NFkB inh
CCC(C)NC(=O)CN(c1cc(C)cc(C)c1)S(=O)(=O)c1c(C)[nH]c(=O)[nH]c1=O (stereo not given)	-2	-6	-22	-4	-3	13	-6	-12	17	-7	16
COc1ccc(C(=O)OCC(=O)NC(=O)CCSc2ccccc2)cc1	5	4	-11	-2	5	-3	3	1	-7	0	5
CC(=O)Nc1ccc(NC(=O)C(C)OC(=O)COc2ccc(Nc3ccccc3)cc2)cc1 (stereo not given)	-2	1	-8	-1	11	-1	3	-8	-2	-6	-2
CCCCN1C[C@H](c2ccc(OC)cc2)[C@@H](CC(=O)Nc2ccc(Br)cc2)C1=O	-9	/	-15	/	-20	3	12	9	-1	3	-7
CCN(CC)S(=O)(=O)c1cccc(-c2nnc(SCC(=O)NC)n2CCc2ccccc2)c1	-10	-2	6	1	17	16	-5	-4	17	0	5
O=C(c1cc(C2CC2)nn1-c1ccccc1)N1CCN(c2ccc(O)cc2)CC1	-5	-1	-13	/	14	-20	18	1	-1	-6	0
Cc1ccc(S(=O)(=O)N2CCCCC2)cc1NC(=O)COC(=O)c1ccc(O)cc1	-1	-10	6	-3	15	10	-1	-6	23	-18	-6
C[C@H](CO)N1C[C@H](C)[C@@H](CN(C)C(=O)Nc2ccc(F)cc2)Oc2ccc(NS(C)(=O)=O)cc2C1=O	11	7	-14	/	12	3	3	14	-11	-6	2
Cn1c(C(=O)NCCCN2CCN(c3ccccc3F)CC2)cc2c(=O)[nH]c3ccccc3c21	14	-1	18	1	21	36	7	-8	23	10	4
CCOC(=O)c1[nH]c2cc3c(cc2c1NC(=O)CN1CCC2(CC1)OCCO2)OCO3	12	-4	6	0	13	-2	-10	4	7	11	6
CCCN(CCC)CCNC(=O)c1cn(C)c(=O)c2c1c1ccccc1n2C	-5	1	-11	/	16	1	2	1	1	-8	-11
O=C(NC1CC1)C1CCN(S(=O)(=O)c2cc(Cl)ccc2Cl)CC1	1	-2	10	3	14	1	0	6	4	15	9
OCCSc1nc(-c2ccccc2)nc2c1CCC2	12	10	-7	3	34	13	-5	6	18	2	2
CCN1CCN(C(=O)NS(=O)(=O)c2ccc(C)cc2)CC1	19	-30	-5	/	17	-2	-11	0	12	7	9
COc1cc(C(=O)NCC(c2ccccc2)N(C)C)ccc1OCC(=O)N1CCOCC1 (stereo not given)	-10	17	-9	-3	20	-2	-3	2	16	-2	2
Cc1ccccc1NCC(=O)Nc1cc(S(=O)(=O)N2CCCCC2)ccc1C	15	0	-33	0	7	-7	-11	16	2	-4	-16
COCCCN1C(=O)c2ccc(C(=O)Nc3cccc(OC)c3)cc2C1=O	-50	-8	-12	1	-40	-7	-4	-2	-8	-26	10
COc1ccccc1C(=O)N/N=C(\C)c1ccc(NC(=O)C2CC2)cc1	-44	3	5	-1	-23	13	-3	3	-19	-17	-24
CCOC(=O)c1ccc(S(=O)(=O)N2CCN(C3CCCC3)CC2)cc1	3	9	4	1	12	26	10	-1	-5	4	5
O=C(NCCN1CCN(C(=O)c2ccc([N+](=O)[O-])cc2)CC1)C(=O)NCc1ccccc1	-19	7	-27	4	5	-8	10	-11	4	-4	1
O=C(CN1CCC(n2nnc3cc(C(F)(F)F)ccc32)CC1)Nc1ccc2c(c1)CCC2	9	10	-2	-2	23	2	-3	-14	32	14	5
O=C(O)CNc1ccc(S(=O)(=O)C(F)(F)F)cc1[N+](=O)[O-]	-1	-7	-10	0	5	-7	-23	5	-2	-52	15
Nc1nnc2cc(F)ccc2n1	-3	/	-18	/	14	-1	-9	2	16	6	8
O=C(CN1C(=O)NC(Cc2ccccc2)C1=O)Nc1ccccc1 (stereo not given)	/	-9	-13	5	-69	97*	-10	11	-59	-20	-9
Cc1nc2c(o1)CCc1ccccc1C2N1CCN(C)CC1 (stereo not given)	2&-1&-17	4&-1&-1	25&-22&-14	0&2	6&-3&20	5&-9&7	4&-11&-1	-7&1&-7	8&-3&0	-18&4&-9	-4&-3&15
SMILES	TROY signal inh	TRPM1 prom inh	NR2E3 ag-1	NR2E3 ag-2	HIF-2a block	TWEAK Fn14 block	TRAIL sens C8	KKLEB tox	Peg3 promoter	Shn3 3UTR inh	CF NFkB inh
CC1CCN(S(=O)(=O)c2ccc3c4c2CC(=O)N4CC(C)S3)CC1 (stereo not given)	2	47	-14	2	4	1	9	2	11	-2	7
O=C(NC1CC1)C1=C[C@@H](c2ccccc2)C[C@@H](OCCCCO)O1	-20	-3	-12	4	-6	-7	6	8	-12	-19	-17
CCCCC(=O)Nc1ccc(N2CCN(S(C)(=O)=O)CC2)cc1	-20	-3	-15	0	-16	-4	-3	-5	0	-31	-2
CCCCCC(=O)N1C[C@H](n2cc(C3CC3)nn2)[C@@H](O)C[C@@H]1c1ccc(OC)cc1	-14	/	-59	/	2	8	-6	-8	16	-1	-6
COc1cc(OC)cc(C(=O)Nc2ccc(-n3cnnn3)c(C)c2)c1	-49	-95	-42	-1	-186	-21	-29	8	-105	-23	-9
CC1CC(C)(C)CC2(C1)NC(=O)N(CC(=O)NCCc1ccc3c(c1)OCCO3)C2=O (stereo not given)	12	8	-15	-2	13	2	0	-20	29	-13	2
CCOC(=O)c1c(NC(=O)C(=O)N/N=C(\C)c2ccc(OC)cc2)sc2c1CCCCC2	8	2	-19	2	19	-16	-4	-14	5	-3	-9
Cn1c(SCC(=O)NNC(=O)Cc2ccccc2)nc2ccccc2c1=O	-2	5	7	1	21	18	-8	10	22	-2	-12
CCS(=O)(=O)NCC(c1ccco1)N1CCN(c2ccccc2)CC1 (stereo not given)	-8	-4	-7	-5	7	16	-1	3	9	-16	4
CC(C)CC(CC(C)C)=NNC(=O)c1ccc2c(c1)OCO2	-31	5	-72	-3	-8	5	-7	-18	-3	-24	17
COc1ccc(NC(=S)N(CCCN2CCCC(C)C2)Cc2cccs2)cc1 (stereo not given)	4	1	-16	2	8	-5	-5	-11	11	13	-14
Cc1ccccc1NC(=O)N(O)C1(C#N)CCCCC1	2	-7	-2	/	0	12	-13	11	2	-5	5
CCc1ccc(N2C(=O)CC(Cn3nc(C)cc3C)C2=O)cc1 (stereo not given)	-5	-2	9	6	12	-3	11	-17	12	-10	-11
Cc1ccc(OCCn2cc(Br)c(=O)[nH]c2=O)cc1	3	-15	-4	-1	31	7	4	-4	10	6	0
CCCCN(C(=O)C1=NN(c2cc(C)ccc2C)C(=O)CC1)c1c(N)n(CCC)c(=O)[nH]c1=O	-15	0	4	5	21	5	-7	5	10	3	20
CC(C)(C)NC(=O)C(=O)NNC(=O)c1ccc(C(C)(C)C)cc1	5	12	-14	-1	24	-8	-3	-1	7	0	-15
CCCn1c(=O)c2c(C(F)(F)F)cc(-c3cccs3)nc2n(CCC)c1=O	18	1	-4	0	13	-15	19	-5	-4	1	14
CCCC1=NN(c2ccc([N+](=O)[O-])cc2)C(=O)/C1=C\N(C)C	-15	4	-48	1	-142	-31	14	4	-32	-22	-5
CC(C)(C)c1nc[nH]c(=O)c1Br	6	10	-3	0	15	16	-2	-7	3	5	2
O=C(c1ccccc1)N(C(=O)c1ccccc1)N1CCCC1	-3	-18	-1	/	5	11	-13	-3	-1	-16	13
O=C(CSc1nnc(CNC(=O)c2c(F)cccc2Cl)o1)NCc1ccccc1	-23	-7	-13	0	17	-22	13	4	19	5	-15
CCOc1ccc(-c2ncncc2-c2ccccc2OC)c(O)c1	20	-14	-20	2	-3	26	-10	-7	13	-5	39

Structural class: those above containing an NH in an aromatic ring
SMILES	TROY signal inh	TRPM1 prom inh	NR2E3 ag-1	NR2E3 ag-2	HIF-2a block	TWEAK Fn14 block	TRAIL sens C8	KKLEB tox	Peg3 promoter	Shn3 3UTR inh	CF NFkB inh
CCC(C)NC(=O)CN(c1cc(C)cc(C)c1)S(=O)(=O)c1c(C)[nH]c(=O)[nH]c1=O (stereo not given)	-2	-6	-22	-4	-3	13	-6	-12	17	-7	16
Cn1c(C(=O)NCCCN2CCN(c3ccccc3F)CC2)cc2c(=O)[nH]c3ccccc3c21	14	-1	18	1	21	36	7	-8	23	10	4
CCOC(=O)c1[nH]c2cc3c(cc2c1NC(=O)CN1CCC2(CC1)OCCO2)OCO3	12	-4	6	0	13	-2	-10	4	7	11	6
Cc1ccc(OCCn2cc(Br)c(=O)[nH]c2=O)cc1	3	-15	-4	-1	31	7	4	-4	10	6	0
CCCCN(C(=O)C1=NN(c2cc(C)ccc2C)C(=O)CC1)c1c(N)n(CCC)c(=O)[nH]c1=O	-15	0	4	5	21	5	-7	5	10	3	20
CC(C)(C)c1nc[nH]c(=O)c1Br	6	10	-3	0	15	16	-2	-7	3	5	2

Molecules shown so far that have a Cl atom (2):
SMILES	TROY signal inh	TRPM1 prom inh	NR2E3 ag-1	NR2E3 ag-2	HIF-2a block	TWEAK Fn14 block	TRAIL sens C8	KKLEB tox	Peg3 promoter	Shn3 3UTR inh	CF NFkB inh
O=C(NC1CC1)C1CCN(S(=O)(=O)c2cc(Cl)ccc2Cl)CC1	1	-2	10	3	14	1	0	6	4	15	9
O=C(CSc1nnc(CNC(=O)c2c(F)cccc2Cl)o1)NCc1ccccc1	-23	-7	-13	0	17	-22	13	4	19	5	-15
